Screening results: PubChem BioAssay, The Scripps Research Institute Molecular Screening Center
PAFAH1B2 inh = PAFAH1B2 enzyme inhibitors, primary screen, biochemical, fluorescence polarization, human; Platelet-activating factor acetylhydrolase IB subunit alpha2 (Homo sapiens), P68402; inhibition, % at 3.39 µM; recombinant PAFAH1B2, FP-rhodamine activity probe; hit rate 1.2% among 340,000;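 active = inhibition above the mean of all tested compounds plus 3 SD, cut at about 24% in these data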;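 note: 0% = enzyme with DMSO and 100% = wells lacking PAFAH1B2; many of its hits are not listed in these tables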
PME-1 inh = PME-1 inhibitors via competitive probe labeling, primary screen, biochemical, fluorescence polarization, FP-Rh probe, HTS. recombinant PME-1. hit rate 0.53% among 320,000. AID 2130, 2009. Protein phosphatase methylesterase 1 (Homo sapiens), Q9Y570. inhibition, % at 5.9 µM;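 active = inhibition above the campaign mean of all compounds plus 3 SD, cut at about 26% in these data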;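 note: competitive labeling of PME-1 active site by serine hydrolase directed probe; 0% = PME-1 with DMSO and 100% = wells lacking PME-1 enzyme; inhibitors block probe labeling so polarization falls and inhibition rises; many of its hits are not listed in these tables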
Target sequence (Q9Y570 whole entry, looked up): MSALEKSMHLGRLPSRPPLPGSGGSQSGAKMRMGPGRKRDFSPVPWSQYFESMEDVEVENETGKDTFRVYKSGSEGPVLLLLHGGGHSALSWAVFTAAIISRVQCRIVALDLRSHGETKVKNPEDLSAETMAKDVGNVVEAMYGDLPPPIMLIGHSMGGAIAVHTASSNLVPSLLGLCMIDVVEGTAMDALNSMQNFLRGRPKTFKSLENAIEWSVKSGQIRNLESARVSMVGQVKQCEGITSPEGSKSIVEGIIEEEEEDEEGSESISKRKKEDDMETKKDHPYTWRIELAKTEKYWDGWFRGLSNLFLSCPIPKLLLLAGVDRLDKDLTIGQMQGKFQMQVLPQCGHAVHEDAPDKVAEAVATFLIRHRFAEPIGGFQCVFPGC
PAFAH2 FP inh = PAFAH2 enzyme inhibitors, primary screen, biochemical, fluorescence polarization, human | hit rate 0.99% among 340,000 | recombinant PAFAH2, FP-rhodamine activity probe | inhibition, % at 3.39 µM;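 active = inhibition above the mean over all tested compounds plus 3 SD, cut at about 30% in these data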;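 note: inhibitors block probe labeling of enzyme so polarization drops; 0% = enzyme with DMSO and 100% = wells lacking PAFAH2 protein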
GSTO1 inh = inhibitors of recombinant GSTO1, primary screen, counter-screen for RBBP9 inhibitor project, biochemical, fluorescence polarization; hit rate 1.1% among 300,000; inhibition, % at 5.96 µM; activity-based probe fluorescence polarization; Glutathione S-transferase omega-1 (Homo sapiens), P78417;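 active = inhibition above the campaign mean inhibition plus 3 SD, cut at about 35% in these data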;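 note: 0% = GSTO1-1 with DMSO and 100% = wells lacking GSTO1-1 enzyme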
Target sequence (P78417 whole entry, looked up): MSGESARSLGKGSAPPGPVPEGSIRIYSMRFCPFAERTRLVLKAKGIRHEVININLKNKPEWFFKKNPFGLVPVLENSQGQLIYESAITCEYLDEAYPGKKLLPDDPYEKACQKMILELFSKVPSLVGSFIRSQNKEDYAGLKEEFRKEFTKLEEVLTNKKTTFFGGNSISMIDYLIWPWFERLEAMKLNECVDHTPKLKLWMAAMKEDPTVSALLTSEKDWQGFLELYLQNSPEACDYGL
LYPLA1 counter = LYPLA1 inhibitors, primary screen, counter-screen for PME1 inhibitor project, biochemical, fluorescence polarization, FP-Rh probe ABPP; AID 2174, 2009; inhibition, % at 5.9 µM; recombinant LYPLA1; Acyl-protein thioesterase 1 (Homo sapiens), O75608; hit rate 0.16% among 320,000;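 active = inhibition above the mean of all tested compounds plus 3 SD, set per campaign, cut at about 14% in these data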;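 note: inhibitors block serine hydrolase probe labeling of LYPLA1 so polarization falls; 0% = enzyme with DMSO and 100% = wells lacking LYPLA1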
pPAFAH inh = pPAFAH enzyme inhibitors, primary screen, biochemical, fluorescence polarization, human; recombinant pPAFAH, FP-rhodamine probe fluorescence polarization; hit rate 1.5% among 330,000; inhibition, % at 3.39 µM; Platelet-activating factor acetylhydrolase (Homo sapiens), Q13093;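 active = inhibition above the mean inhibition across the screen plus 3 SD, cut at about 25% in these data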;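 note: inhibitors block binding of the rhodamine activity-based probe so polarization drops; 0% = enzyme with DMSO and 100% = wells lacking pPAFAH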
PAFAH1B3 FP inh = PAFAH1B3 enzyme inhibitors, primary screen, biochemical, fluorescence polarization, human | Platelet-activating factor acetylhydrolase IB subunit alpha1 (Homo sapiens), Q15102 | recombinant PAFAH1B3, FP-rhodamine probe | inhibition, % at 3.39 µM | hit rate 0.28% among 340,000 | AID 492972, 2010;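 active = inhibition above the screen-wide average of all tested compounds plus 3 SD, cut at about 25% in these data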;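 note: 0% = enzyme with DMSO only and 100% = wells lacking PAFAH1B3 protein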
Target sequence (Q15102 whole entry, looked up): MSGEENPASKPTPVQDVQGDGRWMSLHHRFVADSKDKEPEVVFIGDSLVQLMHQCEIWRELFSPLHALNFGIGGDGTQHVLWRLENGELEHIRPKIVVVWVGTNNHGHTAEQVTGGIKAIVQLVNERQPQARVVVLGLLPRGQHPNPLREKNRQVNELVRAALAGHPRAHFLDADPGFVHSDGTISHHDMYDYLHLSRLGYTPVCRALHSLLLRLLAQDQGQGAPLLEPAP
PAD4 FP inh = human PAD4 inhibitors, primary screen, biochemical, fluorescence polarization, 1536-well format. Protein-arginine deiminase type-4 (Homo sapiens), Q9UM07. inhibition, % at 6.36 µM. hit rate 0.41% among 330,000. recombinant PAD4, RCA probe fluorescence polarization;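 active = percent inhibition above a cutoff equal to the mean of all tested compounds plus 3 SD, cut at about 15% in these data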;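 note: 0% = PAD4 with RCA probe and DMSO and 100% = probe without PAD4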
Fam108B inh = mouse Fam108B serine hydrolase inhibitors, primary screen, counter-screen for RBBP9 inhibitor project, biochemical, fluorescence polarization | recombinant Fam108B, FP-Rh probe fluorescence polarization | inhibition, % at 9.51 µM | hit rate 0.33% among 300,000;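 active = inhibition above the screen mean inhibition plus 3 SD, computed separately per campaign, cut at about 18% in these data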;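 note: inhibitors lower polarization as less probe binds the enzyme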
* hit, by the source's call; · = not tested or not shown. These rows are one share of the data; count on the stated rates, not on these rows.

Second line of a record – PAFAH1B2 inh	PME-1 inh	PAFAH2 FP inh	GSTO1 inh	LYPLA1 counter	pPAFAH inh	PAFAH1B3 FP inh	PAD4 FP inh	Fam108B inh
1	Cc1cccc(N2CCCC2=Nc2ccc(Br)cc2C#N)c1
    1	-13	-3	-2	-3	-4	10	3	-7
2	COc1ccc(CNC(=S)Nc2cccc(OC)c2)cc1
    3	0	2	1	-5	-9	15	-3	0
3	COc1cccc(NC(=O)CN(C)C(=O)c2ccc(NC3CC3)c([N+](=O)[O-])c2)c1
    -3	8	-3	·	-3	0	9	4	·
4	O=C(NC1CCN(S(=O)(=O)c2ccccc2C(F)(F)F)CC1)c1ccco1
    1	7	-11	-1	1	-1	-4	0	5
5	COc1cccc(NC(=O)CN(C)C(=O)Cn2c(=O)oc3ccccc32)c1
    3	2	5	-2	0	-1	3	-10	-3
6	CSc1nc(Sc2ccc(Cl)cc2)c2ccccc2n1
    10	-10	0	-12	0	-2	9	-2	-3
7	COc1cc(/C=C2/C(=O)N(c3ccc(Br)cc3)N=C2C)cc([N+](=O)[O-])c1O
    ·	8	·	4	0	6	·	-7	4
8	CCN(C(=O)COC(=O)c1ccc(OCc2c(C)noc2C)cc1)c1ccccc1
    3	-2	6	-7	-2	2	4	-3	-1
9	CC(C)(C)C(=O)Nc1ccc(S(=O)(=O)N2CCCC2)cc1
    10	3	-3	4	-1	5	-3	0	0
10	COC(=O)c1ccccc1NC(=O)C1CCN(C(=O)Cc2ccccc2)CC1
    -4	12	8	-4	-3	1	-2	-3	1
11	COc1ccc(N(C(=O)c2cnccn2)C(C(=O)NC2CCCCC2)c2ccc(O)cc2)cc1 (centres undefined)
    4	-4	0	-2	-2	-8	8	-7	-1
12	COC(=O)CCSc1cc(NCCOC(C)=O)c([N+](=O)[O-])c2nonc12
    4	5	2	4	-2	3	-9	-11	3
13	Cc1sc2nc(CN3CCOCC3)nc(NCCc3ccccc3)c2c1C
    -3	5	0	-4	2	13	-4	-3	1
14	Cc1ccc(NC(=O)C/C(N)=N/O)cc1Cl
    4	-1	6	12	-6	1	-5	2	-1
15	O=C(c1ccccc1F)N1CCN(Cc2nc3sc4c(c3c(=O)[nH]2)CCCC4)CC1
    4	27*	-7	0	0	1	3	-3	0
16	CS(=O)(=O)c1ccc([C@@H](O)[C@@H](CF)NC(=O)C(Cl)Cl)cc1
    -4	-8	-2	5	0	-2	4	-4	3
17	O=C(CN1C(=O)NC2(CCCCCC2)C1=O)N1CCCCC1
    2	0	-2	·	-3	1	2	-3	·
18	CN(Cc1ccccc1)C(=O)CNC(=O)C12CC3CC(CC(C3)C1)C2
    2	-2	6	·	1	2	2	-4	·
19	CCOC(=O)C1=NN(c2ccc(Cl)cc2)C(c2ccccc2)CC1=O (centres undefined)
    8	-3	-4	-3	2	3	8	2	-2
20	C[C@H](NC(=O)C1CC(=O)N(c2ccc3c(c2)OCO3)C1)C(=O)NC1CCCC1 (some centres undefined)
    4	5	1	2	5	1	7	-3	1
21	CCSc1nnc2c(Cl)cc(Cl)cn12
    0	-2	4	3	1	4	3	1	-2
22	CC(C)CCNC(=O)NC(=O)CSc1nnc(-c2ccccc2F)n1N
    -1	5	-6	-1	1	-1	-2	1	-2
23	O=C(CSc1ccc2nnc(-c3ccc(Cl)cc3)n2n1)N1CCCc2ccccc21
    -4	4	-3	-7	0	0	5	-3	0
24	CCN1C=C(Cc2ccccc2C)C2=C(C1)C(c1ccccc1C)C(C#N)=C(N)O2 (centres undefined)
    6	-4	8	-8	-2	12	2	17*	-13
25	CC(NC(=O)C1C(=O)N(CCO)C2(C)CC1c1ccccc1O2)c1ccccc1 (centres undefined)
    6	-1	3	10	-5	1	5	-5	1
26	Nn1c(=O)c2ccccc2n2c(SCc3ccccc3)nnc12
    9	3	2	-4	2	4	-1	2	-2
27	CC1=CN2C(=N)/C(=C/c3ccc(Sc4ccc(Cl)cc4)o3)C(=O)N=C2S1
    3	-7	7	-3	-7	19	6	-8	-4
28	CCc1cc(N2CCOCC2)cc2c1[nH]c1ccccc12
    5	2	4	0	-4	3	5	1	0
29	Cc1ccccc1Nc1nc(-c2sc(NC(=O)c3ccc([N+](=O)[O-])cc3)nc2C)cs1
    ·	5	·	3	-17	10	·	6	14
30	CCOC(=O)c1c(CC(C)C)csc1NC=O
    7	-6	2	1	-4	6	7	0	2
31	CCNc1ccc(Br)cc(C(=O)/C=C/c2ccc(Cl)cc2Cl)c1=O
    3	23	33*	43*	-3	66*	16	-3	1
32	NC(=S)N/N=C/c1coc2cc(Br)ccc2c1=O
    -1	-7	-2	-3	-1	2	4	3	-4
33	CSc1nc(-c2ccco2)nn1C(=O)CCc1ccccc1
    12	-3	3	-4	1	3	1	-5	3
34	CC1=C(C(=O)Nc2ccccc2C(=O)NCCCN2CCN(C)CC2)SCCO1
    -2	6	1	1	2	4	-4	0	0
35	CCN(C[C@H]1N[C@@](CC)(C(=O)OC)[C@H]2C(=O)N(C)C(=O)[C@@H]12)S(=O)(=O)c1ccc(-c2ccccc2)cc1
    3	·	9	·	·	6	7	2	·
36	CC1CCCN(CCCNS(=O)(=O)c2ccc3c(c2)CCN3C(=O)C2CC2)C1 (centres undefined)
    -1	-5	0	9	-1	1	3	3	0
37	Cn1c(=O)n(C)c2cc(NS(=O)(=O)c3ccc4c(c3)CCCC4)ccc21
    7	-1	5	2	1	2	7	-4	-2
38	CCOC(=O)c1nn(-c2ccccc2)c(=O)cc1OCC(=O)Nc1ccccc1OCC
    4	-3	8	-11	-1	2	-1	5	1
39	COc1ccc(Cl)cc1NC(=O)CCN1C(=O)C2C3C=CC(C4CC34)C2C1=O (centres undefined)
    6	-6	-5	0	3	1	-4	-5	0
40	Cc1ccc(-n2c(=O)c3c4c(sc3n(Cc3cc(=O)n5ccccc5n3)c2=O)CCC4)cc1C
    0	-8	-1	0	-3	-7	4	-1	-6
41	COc1cc(C(=O)NC(=S)NNC(=O)[C@H]2C[C@@H]2c2ccccc2)cc(OC)c1OC
    8	4	-6	-5	-4	-2	-2	-2	0
42	CCOc1ccc(S(=O)(=O)N2CCC(C(=O)NCC(=O)Nc3cccc(Cl)c3C)CC2)cc1
    7	4	8	·	-4	1	8	-3	·
43	Cc1ccccc1N1C(=O)CC1(C#N)c1ccc(OCc2ccccc2)cc1 (centres undefined)
    5	-5	-4	-10	-6	-4	4	-2	-3
44	CCN1CCN(Cc2ccc(NC(=O)c3ccc(C)c(NC(=O)c4cccc(-c5cn[nH]c(=O)c5)c4)c3)cc2C(F)(F)F)CC1
    6	1	1	-6	2	9	7	-2	1
45	CCCC(c1nnnn1CCOC)N1CCN(C(=O)c2ccco2)CC1 (centres undefined)
    3	-4	6	1	-1	-1	6	2	4
46	O=C(C1=C[C@@H](C2CCCCC2)C[C@@H](OCCCCO)O1)N1CCN(Cc2ccccc2)CC1
    -1	0	1	4	-1	3	3	0	1
47	O=C(/C=C/c1ccccc1)c1ccoc1
    -1	-2	-3	-3	2	3	2	-2	-2
48	O=C(Nc1ccc(S(=O)(=O)Nc2ccccn2)cc1)c1cccc(Br)c1
    5	0	3	-4	-7	-2	9	-7	1
49	CCCc1nnc(SCC(=O)NC2CCCCC2)n1CCOC
    1	-2	-4	5	1	5	11	-7	-1
50	Cc1ccc(C)c(NNC(N)=S)c1
    -2	-5	3	12	0	-4	0	-2	-4
51	S=c1nccc(-c2ccc(Cl)cc2)[nH]1
    ·	0	·	-3	-2	-1	·	12	-5
52	O=C(NCCc1csc(-c2cccnc2)n1)c1c(F)cccc1F
    4	5	-3	-9	6	0	1	-2	-3

Full records, quoted from the list. Screens in order: PAFAH1B2 inh	PME-1 inh	PAFAH2 FP inh	GSTO1 inh	LYPLA1 counter	pPAFAH inh	PAFAH1B3 FP inh	PAD4 FP inh	Fam108B inh
COc1cc(C(=O)NC(=S)NNC(=O)[C@H]2C[C@@H]2c2ccccc2)cc(OC)c1OC as listed: 8	4	-6	-5	-4	-2	-2	-2	0
Cc1ccc(C)c(NNC(N)=S)c1 as listed: -2	-5	3	12	0	-4	0	-2	-4
CCCc1nnc(SCC(=O)NC2CCCCC2)n1CCOC as listed: 1	-2	-4	5	1	5	11	-7	-1
O=C(/C=C/c1ccccc1)c1ccoc1 as listed: -1	-2	-3	-3	2	3	2	-2	-2
O=C(NCCc1csc(-c2cccnc2)n1)c1c(F)cccc1F as listed: 4	5	-3	-9	6	0	1	-2	-3

Four entries drawn at random from those above, as already listed:
Second line of a record – PAFAH1B2 inh	PME-1 inh	PAFAH2 FP inh	GSTO1 inh	LYPLA1 counter	pPAFAH inh	PAFAH1B3 FP inh	PAD4 FP inh	Fam108B inh
41	COc1cc(C(=O)NC(=S)NNC(=O)[C@H]2C[C@@H]2c2ccccc2)cc(OC)c1OC
    8	4	-6	-5	-4	-2	-2	-2	0
45	CCCC(c1nnnn1CCOC)N1CCN(C(=O)c2ccco2)CC1 (centres undefined)
    3	-4	6	1	-1	-1	6	2	4
43	Cc1ccccc1N1C(=O)CC1(C#N)c1ccc(OCc2ccccc2)cc1 (centres undefined)
    5	-5	-4	-10	-6	-4	4	-2	-3
48	O=C(Nc1ccc(S(=O)(=O)Nc2ccccn2)cc1)c1cccc(Br)c1
    5	0	3	-4	-7	-2	9	-7	1
